TDP1 inh: inhibitors of human tyrosyl-DNA phosphodiesterase TDP1; Q9NUW8; recombinant TDP1, AlphaScreen DNA substrate cleavage; Potency, µM (top dose mostly 130 µM), for the others: at the highest dose activity change, negative = inhibition, most hits filed as inhibitors; 0.28% of 350,000 active; AID 485290; note: nearly all actives have a fitted effect of over 40% in size
Target sequence (Q9NUW8 whole entry, looked up): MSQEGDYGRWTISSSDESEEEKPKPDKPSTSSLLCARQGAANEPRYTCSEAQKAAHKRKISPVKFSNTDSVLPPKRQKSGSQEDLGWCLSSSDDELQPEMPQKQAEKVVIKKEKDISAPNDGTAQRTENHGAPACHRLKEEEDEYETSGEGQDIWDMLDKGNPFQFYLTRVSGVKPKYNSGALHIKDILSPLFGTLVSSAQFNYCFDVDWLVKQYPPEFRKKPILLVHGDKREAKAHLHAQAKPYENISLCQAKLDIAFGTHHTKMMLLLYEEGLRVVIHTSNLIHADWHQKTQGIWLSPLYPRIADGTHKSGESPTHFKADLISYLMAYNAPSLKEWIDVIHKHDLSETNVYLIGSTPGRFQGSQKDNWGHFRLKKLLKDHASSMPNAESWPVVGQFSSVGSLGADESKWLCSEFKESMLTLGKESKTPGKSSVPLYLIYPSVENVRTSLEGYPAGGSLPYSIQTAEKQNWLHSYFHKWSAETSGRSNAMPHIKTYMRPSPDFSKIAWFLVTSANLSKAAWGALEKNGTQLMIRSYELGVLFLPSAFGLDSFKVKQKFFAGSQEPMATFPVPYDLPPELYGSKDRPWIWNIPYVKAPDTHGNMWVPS
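AlphaScreen read-out: signal falls as enzyme removes the 3' tyrosine-FITC from a 5'-biotinylated DNA oligo (15 nM, 5 min, RT). Enzyme was E. coli-made recombinant Tdp1 at 1 nM, exposed to compound for 15 min beforehand; beads 10 ug/ml, 10 min.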
N370S GC: inhibits or activates N370S mutant glucocerebrosidase | Potency, µM (highest dose often 59.4 µM), without a hit: top-dose activity change, negative = inhibition, usual class: inhibitors | AID 2101 | P04062 | 0.092% of 330,000 active | N370S GC spleen homogenate, 4MU-glucoside fluorescence;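 note: 0% = full enzyme activity and -100% = no enzyme basal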
FEN1 inhibitor: human FEN1 inhibition; Recombinant FEN1 flap cleavage, fluorescence, 15 min; AID 588795; Potency, µM (top dose mostly 114 µM), for the others: at the highest dose activity change, negative = inhibition, actives largely listed as inhibitors; 0.35% of 390,000 active; note: nearly all actives have a fitted effect of over 65% in size
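Nuclease activity of 10 nM FEN1 was measured after 15 min of room-temperature exposure to titrated compounds, by adding 50 nM flap substrate and reading plates at 0 and 15 min.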
Numbers without * were called inactive; ? = inconclusive; . = not tested or not shown; & = joins results of further samples; [ ] = another dose, or the depositor's remark. Calls come from the whole dose curve; as a rule, active = well fitted curve in the direction sought with a large enough effect; inconclusive = small, poorly fitted or top-dose-only effect, or another doubt; inactive = no such curve, though single readings can be large; an effect the other way counts as inactive or inconclusive. Unless noted, % is set by controls: 0 for no effect and ±100 for the full control effect; potency is the fitted concentration of half-maximal effect. Rows are unselected. About 0.57% of those tested had a hit in this group.

SMILES	TDP1 inh	N370S GC	FEN1 inhibitor
Cc1ccc(NC(=O)CSc2ccc(-c3ccccn3)nn2)c(C)c1	-2%	2%	-11%
COc1ccc(-c2cc(C(F)(F)F)nc(NC3CCCC3)n2)cc1OC	-8%	-6%	-24%
Cc1c(C(=O)CN2CCOCC2)[nH]c2ccccc12	5%	-5%	-16%
Cc1cc(Br)cc(Cl)c1OC(=O)c1ccncc1	.	7%	-16%
O=[N+]([O-])c1cc(-c2ccc(/C=N\n3cnnc3)o2)cc([N+](=O)[O-])c1	.	-10%	-7%
CC(C)OCCCn1c(=O)c2ccccc2n2c(CCC(=O)N3CCN(c4ccccn4)CC3)nnc12	4%	20µM*	-11%
CC(C)(C)C(=O)N1CCN(c2c(Cl)cccc2[N+](=O)[O-])CC1	-3%	3%	-1%
Cc1ccc(-c2ccc(=O)n(CC(=O)NCCN(C)C)n2)cc1	-3%	5%	5%
Cn1c(=O)n(CC(=O)O)c(=O)c2c1nc1n2CCCN1CCc1ccccc1	.	12%	7%
CC(=O)Nc1ccc(-n2c(=O)c3ccccc3c3ccccc3c2=O)cc1	3%	5%	-1%
CCc1nnc(N/N=C/c2ccc(N3CCC(C)CC3)c([N+](=O)[O-])c2)n1N	5%	?	-8%
CCOC(=O)c1cnc2c(ccc3ccccc32)c1NCCCN(C)C	.	?	50µM*
CCCC(C(=O)NC1CCCC1)N(CC1CCCO1)C(=O)CNS(=O)(=O)c1ccccc1 (configuration not stated)	8%	-3%	6%
O=C(CN1CC(c2ccccc2)CC1=O)OCc1cccc(Br)c1 (configuration not stated)	2%	0%	-14%
CCn1cc(C(=O)NCCc2ccc(C)cc2)c(=O)c2cc(S(=O)(=O)N3CCC(C)CC3)ccc21	-7%	.	-19%
O=S(=O)(c1cccc2nsnc12)N1CCN(c2ccc(F)cc2)CC1	7%	3%	-14%
Cc1nnsc1C(=O)Oc1ccc(C(C)C)cc1	-3%	.	-9%
COC(=O)CSc1nccc(-c2ccc(F)cc2)c1C#N	-14%	-13%	-4%
CC(C)CC(=O)N1CCN(Cc2ccccc2Cl)CC1	.	?	-6%
O=C(CN1CCSc2ccccc21)N1CCN(c2ccccc2)CC1	9%	.	2%

FEN1 inhibitor: hit marks shown above
SMILES	TDP1 inh	N370S GC	FEN1 inhibitor
CCOC(=O)c1cnc2c(ccc3ccccc32)c1NCCCN(C)C	.	?	50µM*

Remaining list, next part:
SMILES	TDP1 inh	N370S GC	FEN1 inhibitor
COc1ccc(N2CC(C(=O)Nc3nnc(SCC(=O)NC4CCCC4)s3)CC2=O)cc1 (configuration not stated)	5%	2%	6%
COc1ccc(N2CCN(/C(=N\S(=O)(=O)c3ccc(C)cc3)Nc3nc(C)cc(C)n3)CC2)cc1	10%	23%	-2%
Brc1ccc(CN2CCN(Cc3c[nH]c4ccccc34)CC2)cc1	.	-14%	-3%
C/C=C(\CS(=O)(=O)c1ccccc1)S(=O)(=O)c1ccccc1	8%	-13%	-2%
CCCN1C(=O)N(C)C(N(O)C(=O)NC)C1(C)C (configuration not stated)	0%	24%	11%
COCC(=O)N1CCC(Oc2ccc(C(=O)NCCc3ccncc3)cc2)CC1	-4%	1%	-5%
S=C(NCc1ccc(Cl)cc1)NCc1ccco1	8%	-1%	-8%
CCOc1ccc(Nc2c(S(=O)(=O)c3ccccc3)cnc3ccc(CC)cc23)cc1	2%	.	-21%
COc1ccc(CCNC(=O)c2ccc3c(c2)NC(=O)CS3)cc1OC	3%	7%	19%
Cc1ccc(C(=O)Nc2cccc(C(=O)OCc3cc(=O)n4c5c(sc4n3)CCCC5)c2)cc1	-1%	.	1%
O=C(CCS(=O)(=O)c1ccc(Br)s1)NC1CCCCCC1	2%	-6%	-1%
COc1ccc(-c2cc(C)no2)cc1S(=O)(=O)N1CCN(c2cccc(C)c2)C(C)C1 (configuration not stated)	4%&-3%	-20%	9%&-16%
O=C(CNS(=O)(=O)c1ccc(Br)s1)NCC1COc2ccccc2O1 (configuration not stated)	1%	-7%	3%
CCCCCn1c(=O)[nH]c2cc(C(=O)N3CCN(c4cccc(C)c4)C(C)C3)ccc2c1=O (configuration not stated)	0%	.	-8%
CCOC(=O)C1CCCN(C(=O)CSc2ccc(Br)cc2)C1 (configuration not stated)	5%	10%	4%
O=[N+]([O-])c1ccc(-c2ccc(/C=N/O)o2)cc1	.	-3%	6%
Cc1cc(C)c(S(=O)(=O)NC2CCN(Cc3ccccc3)CC2)c(C)c1	5%	-12%	-18%
NC1=NC(=O)C(Cc2ccc(OC(F)(F)F)cc2)S1 (configuration not stated)	.	-5%	-4%
Cc1ccc(CNC(=O)CN2C(C)CCCC2C)cc1 (configuration not stated)	2%	-3%	-8%
CC(=O)Oc1ccc(C(=O)Nc2ccc3c(c2)OCCO3)cc1	.	-7%	6%
O=c1cc(CN2CCN(S(=O)(=O)c3cccc(Cl)c3)CC2)c2ccc(O)cc2o1	-17%	.	1%
Nc1ncnc2c1ncn2[C@@H]1O[C@H](CNC(=O)[C@@H]2C[C@H](F)CN2)[C@@H](O)[C@H]1O	1%[56.1 µM]	.	0%
NC(=O)c1ccc(NC(=O)c2cnc3ccccc3n2)cc1	0%	-6%	-24%
Cc1ccc(CSc2nc(=O)c3c(C)cc(C)nc3n2C2CC2)cc1	3%	.	-5%
COCCNc1nc(-c2cccc(OC)c2)nc2ccccc12	8%[56.1 µM]	-14%	.
CC(=O)NCCc1ccc(C(=O)Cn2cnc3ccccc3c2=O)cc1	.	-8%	-3%
COc1ccc(CC(=O)Nc2ccccc2C(C)=O)cc1S(=O)(=O)N1CCOCC1	9%[0.505 µM]	-10%	-2%
C=CCn1c(Cc2ccc(OC)cc2)nnc1SCC(N)=O	-2%	2%	-4%
COc1ccc(Nc2nc(-c3ccccc3)nc3ccccc23)cc1	.	?	-23%
CCCOC(=O)c1sc2nc3c(cc2c1N)C(=O)CCC3	2%	3%	-1%
Cc1cccc(/N=C/c2c(O)cc(C)oc2=O)n1	?	-1%	12%
CSc1nc2ccc(NC(=O)NC(=O)c3c(F)cccc3F)cc2s1	0%	2%	7%
CC(OC(=O)CCc1c[nH]c2ccccc12)C(=O)c1ccccc1 (configuration not stated)	9%	6%	-3%
COc1ccc(CCN2C(=O)N(c3ccc(OC)cc3)C(=O)C2CC(=O)Nc2ccccc2)cc1 (configuration not stated)	0%	2%	-9%
O=C(c1ccccc1F)N1CCN(C2CCC(c3ccccc3)CC2)CC1 (configuration not stated)	-2%	-5%	9%
O=C(Cn1cnc2ccccc2c1=O)NCC(=O)N1CCN(c2ccccn2)CC1	8%	5%	7%
Cc1ccc(S(=O)(=O)N(CC(=O)NCCc2ccc(Cl)cc2)c2ccccc2C)cc1	1%	.	?
COc1ccc(NC(=O)C2CC(c3cc(OC)c(OC)c(OC)c3)=NO2)cc1OC (configuration not stated)	7%	-16%	-12%
O=S(=O)(c1ccc(Cl)cc1)N(CCCN1CCOCC1)Cc1cccs1	-2%	?	-9%
CCN(CC)CCOC(=O)c1ccc(NC(=O)C2(c3ccccc3)CCCC2)cc1	-2%	-19%	-3%

As a working copy, six of the compounds above.
SMILES	TDP1 inh	N370S GC	FEN1 inhibitor
CSc1nc2ccc(NC(=O)NC(=O)c3c(F)cccc3F)cc2s1	0%	2%	7%
CC(OC(=O)CCc1c[nH]c2ccccc12)C(=O)c1ccccc1 (configuration not stated)	9%	6%	-3%
COc1ccc(CCN2C(=O)N(c3ccc(OC)cc3)C(=O)C2CC(=O)Nc2ccccc2)cc1 (configuration not stated)	0%	2%	-9%
O=C(c1ccccc1F)N1CCN(C2CCC(c3ccccc3)CC2)CC1 (configuration not stated)	-2%	-5%	9%
O=C(Cn1cnc2ccccc2c1=O)NCC(=O)N1CCN(c2ccccn2)CC1	8%	5%	7%
Cc1ccc(S(=O)(=O)N(CC(=O)NCCc2ccc(Cl)cc2)c2ccccc2C)cc1	1%	.	?

The results go on.
SMILES	TDP1 inh	N370S GC	FEN1 inhibitor
Cc1ccc(NC(=O)CN(C)C(=O)CNC(=O)c2sc3ccccc3c2Cl)cc1	.	22%	4%
Cc1ccc2c(Cl)cc(Cl)c(O)c2n1	13%&5%	-2%&-3%	-15%
CCCn1cc(NC(=O)c2cc3n(n2)C(C(F)(F)F)CC(c2ccccc2)N3)cn1 (configuration not stated)	-2%	3%	-10%
COc1cc(N=c2c([N+](=O)[O-])nn(-c3ccc4c(c3)OCCO4)n2O)cc(OC)c1	7%	-6%	-16%
CNC(=O)c1cc(S(=O)(=O)NC2CCCCCC2)ccc1C	5%	-14%	16%
Fc1cccc2sc(Nc3nc4cc5c(cc4s3)OCO5)nc12	8%	-6%	-3%
NC(=O)C1CCN(C(=O)C2c3ccccc3C(=O)N3CCc4ccccc4C23)CC1 (configuration not stated)	0%	24%	-3%
CC1CC(C)CN(S(=O)(=O)c2ccc(C(=O)NCc3ccco3)cc2)C1 (configuration not stated)	3%	-8%	-14%
CC1c2cc3c(cc2CCN1S(=O)(=O)c1ccccc1)OCCCO3 (configuration not stated)	0%	-5%	-16%
Cc1ccc(CN2CCN(Cc3cc(=O)c4ccccc4[nH]3)CC2CCO)o1 (configuration not stated)	4%	8%	-13%
COc1cc2[nH]c3c(OC)ncnc3c2cc1OC	.	0%	3%
COc1ccc(Nc2c(-c3ccccn3)nc3ccc(Cl)cn23)cc1	15%	.	3%
CCC1CN(C(=O)N2CCC(C(=O)NCc3ccccc3OC)CC2)c2ccccc2O1 (configuration not stated)	3%	1%	-4%
CCC(=O)N1CCc2cc(S(=O)(=O)CCC(=O)N3CCN(c4ccccc4F)CC3)ccc21	1%&-2%	?	-2%&-3%
O=C(CCNS(=O)(=O)c1cccs1)N1CCc2ccccc2C1	2%	1%	1%
Cc1c(C(=O)N(C)c2cccc(Cl)c2)cnn1-c1ccccc1	.	-11%	-8%
COC(=O)/C=C/c1c(C)nc(NCc2ccccc2)nc1Cl	.	-5%	-2%
C=CCN(CC=C)CC(O)Cn1c2ccccc2c2ccccc21 (configuration not stated)	2%	-15%	-18%
COc1ccc(-c2oc(=O)c3cc(OC)c(OC)cc3c2-c2ccc3c(c2)OCO3)cc1	-1%	.	-12%

Ordered by value in TDP1 inh (ascending): 4 from the list above.
mol	TDP1 inh
CCn1cc(C(=O)NCCc2ccc(C)cc2)c(=O)c2cc(S(=O)(=O)N3CCC(C)CC3)ccc21	-7%
CCCN1C(=O)N(C)C(N(O)C(=O)NC)C1(C)C (configuration not stated)	0%
O=S(=O)(c1cccc2nsnc12)N1CCN(c2ccc(F)cc2)CC1	7%
S=C(NCc1ccc(Cl)cc1)NCc1ccco1	8%

Screening data (PubChem BioAssay)
